NCI-60 one-dose screen, 48 h, at 10 µM unless noted. Numbers give growth in % (100 = growth as untreated, 0 = no growth, -100 = all killed).
SNB-19: SNB-19 CNS cancer cells; AID 1794751; actives 2.5% (n = 81,000)
HT29: HT29 colon cancer; actives 7.4% (n = 81,000)
SF-539: SF-539 CNS cancer | actives 6.8% (n = 81,000) | AID 1794752
SNB-75: SNB-75 CNS cancer; actives 5% (n = 79,000); AID 1794750
HCC-2998: HCC-2998 colon cancer. actives 4.7% (n = 79,000)
KM12: KM12 colon cancer cells; actives 5% (n = 82,000)
DU-145: DU-145 prostate cancer | actives 4.2% (n = 81,000) | AID 1794760
SW-620: SW-620 colon cancer | AID 1794795 | actives 5.2% (n = 82,000)
PC-3: PC-3 prostate cancer cells; AID 1794754; actives 3.9% (n = 80,000)
The depositor's hits bear a star; · = no result given; & = joins results of further samples. How the source made its calls: active means growth percent below 10; inactive means the rest.

Sequence of screens: SNB-19, HT29, SF-539, SNB-75, HCC-2998, KM12, DU-145, SW-620, PC-3
1	Cn1cc(-c2csc(-c3cn(C)c4ncccc34)n2)c2ccccc21
→ 42, 6.1*, ·, -4.5*, 38, 23, 28, 21, 36
2	COc1cc(C2CC(c3cc(OC)c(OC)c(OC)c3)=NN2c2ccccc2)ccc1OCc1ccc(F)cc1 (centres undefined)
→ 92, 97, 100, 96, 109, 100, 112, 102, 96
3	CS(=O)(=O)Nc1cc(-c2ccc3ncnc(Nc4ccc5c(cnn5Cc5cccnc5)c4)c3c2)cnc1Cl
→ 60, 65, 41, -12*, 66, 83, 63, 67, 52
4	CC1([N+](=O)[O-])COC(/C=C/c2ccccc2)OC1 (centres undefined)
→ 100, 103, 110, 87, ·, 103, 121, 108, 96
5	C[C@]12CCc3c(ccc4cc(O)ccc34)[C@@H]1C[C@H](O)[C@@H]2O
→ 95, 102, 102, 116, 109, 108, 108, 96, 78
6	CCC(C)C1C(=O)N(S(=O)(=O)c2ccc(NC(C)=O)cc2)C=CN1S(=O)(=O)c1ccc(C)cc1 (centres undefined)
→ 80, 91, 73, 90, 154, 88, 103, 96, 70
7	CCC(C)NC(=O)c1cccc(C)c1 (centres undefined)
→ 101, 108, 100, 95, 115, 108, 117, 124, 116
8	S=C(N/N=C\c1ccc(Cl)c(Cl)c1)N/N=C/c1ccc(Cl)c(Cl)c1
→ 99, 105, 102, 87, 104, 99, 107, 107, 94
9	C/C(=N\NC(=O)CSc1nc2ccccc2c(=O)n1CCc1ccc(S(N)(=O)=O)cc1)c1ccccn1
→ 47, 31, 30, 75, 39, 21, 44, 32, 51
10	Nc1ccn(C2CC(O)C(CO)O2)c(=O)n1 (centres undefined)
→ 100, 110, 98, 97, 3.0*, 110, 120, 113, 99
11	CC(=O)Oc1ccccc1C(=O)Nc1ccc(C(=O)/C=C/c2ccc(F)cc2)cc1
→ 103, 112, 105, 110, 106, 110, 111, 110, 110
12	Cc1nn(-c2ccccc2[N+](=O)[O-])c(C)c1N=Nc1ccc(Br)cc1
→ 91, 60, 96, 90, 101, 83, 90, 95, 69
13	C=C[C@@H]1C[C@H](O)Cc2cc(F)ccc2N1
→ 104, ·, 108, 88, 96, 100, 102, 99, 97
14	O=C(O)CC(C(=O)O)N1C(=O)/C(=C/C(Cl)=C/c2ccccc2)SC1=S (centres undefined)
→ 97, 114, 98, 101, 114, 103, 108, 108, ·
15	O=c1[nH]c(=S)[nH]cc1Oc1ccc(I)cc1
→ 95, 111, 99, 89, 597, 109, 116, 113, 104
16	CCOC(=O)c1ccccc1SC(C[N+](=O)[O-])c1ccccc1 (centres undefined)
→ 95, 5.2*, 90, 85, 8.6*, 92, 91, 56, 78
17	CC(=O)Nc1ccc(S(=O)(=O)O)c2ccccc12
→ 102, 103, 108, 123, 106, 115, 113, 102, 95
18	O=c1[nH]ncc2ccccc12
→ 103&113, 121&105, 105&96, 101&98, 106&106, 101&105, 109&102, 101&103, 100&102
19	Cn1c(=O)c(C#N)c(-c2ccco2)n2c(SCC(=O)c3ccccc3)nnc12
→ 110, 103, 98, 96, 98, 103, 97, 104, 98
20	CC(/C=C/c1ccccc1)=N/NS(=O)(=O)c1ccc([N+](=O)[O-])cc1
→ 103, 126, 115, 88, ·, 112, 116, 120, 101
21	CSC1CCCCC1O (centres undefined)
→ 96, 110, 102, 79, 112, 101, 103, 98, 98
22	Cc1ccc(S(=O)(=O)n2cc(-c3csc(-c4cn(C)c5ncccc45)n3)c3ccccc32)cc1
→ 85, 19, ·, 46, 88, 29, 78, 40, 45
23	CC1=CCCC(=O)O1
→ 103, 97, 103, 101, 97, 104, 114, 108, 103
24	N#Cc1c(-c2ccc(Cl)cc2Cl)nc2c(-c3ccccc3)c(Nc3ccccc3)nn2c1N
→ 71, 71, 81, 58, 90, 58, 75, 68, 44
25	CCCCOP(=O)(O)O
→ 101, 109, 105, 79, 108, 116, 119, 107, 101
26	COC(=O)c1nc(-c2ccccc2)oc1S(=O)(=O)n1nc(C)cc1N
→ 97, 18, 76, 82, 115, 96, 93, 6.1*, 104
27	Cc1cc(NC(=S)SCc2ccc3c(c2)OCO3)ccc1Cl
→ 91, 119, 99, 83, 113, 92, 100, 101, 94
28	Fc1ccccc1NC(=S)c1ccccc1
→ 96, 103, 96, 110, 106, 104, 109, 105, 106
29	Cc1ccccc1C1OC2=C(Nc3ccc([N+](=O)[O-])cc3N2)C1=O (centres undefined)
→ 97, 109, 111, 81, 99, 90, 107, 106, 77
30	CCC(C)CCCCC(=O)NC(CCN)C(=O)NC(C(=O)NC(CCN)C(=O)NC1CCNC(=O)C(C(C)O)NC(=O)C(CCN)NC(=O)C(CCN)NC(=O)C(CC(C)C)NC(=O)C(Cc2ccccc2)NC(=O)C(CCN)NC1=O)C(C)O (centres undefined)
→ 106, 101, ·, 112, 112, 107, 109, 106, 89

3 structures out of the list, sorted by formula weight, ascending:
Sequence of screens: SNB-19, HT29, SF-539, SNB-75, HCC-2998, KM12, DU-145, SW-620, PC-3
23	CC1=CCCC(=O)O1
→ 103, 97, 103, 101, 97, 104, 114, 108, 103
26	COC(=O)c1nc(-c2ccccc2)oc1S(=O)(=O)n1nc(C)cc1N
→ 97, 18, 76, 82, 115, 96, 93, 6.1*, 104
22	Cc1ccc(S(=O)(=O)n2cc(-c3csc(-c4cn(C)c5ncccc45)n3)c3ccccc32)cc1
→ 85, 19, ·, 46, 88, 29, 78, 40, 45

Continuation.
Sequence of screens: SNB-19, HT29, SF-539, SNB-75, HCC-2998, KM12, DU-145, SW-620, PC-3
31	C#Cc1nc(C2=C(C)C(OC(=O)CCC(=O)O)CC2)cs1 (centres undefined)
→ 104, 125, 100, 98, 109, 79, 106, 113, 102
32	COc1ccc(Nc2nc(C)c(/C(C)=N\NC(=S)NC3CCCCC3)s2)cc1
→ 95, 82, 88, 84, 93, 74, 96, 97, 65
33	CCOC(=O)CNN
→ 100, 105, 108, 95, 106, 101, 99, 99, 99
34	Cc1ccc(-c2c3c(N)c4c(nc3nc3c2c(C)nn3-c2ccccc2)CCCC4)cc1
→ 108, 95, 103, 97, 107, 105, 105, 97, 91
35	CCCCCCCCCCCCCCCCCC(=O)N(CCO)C(=O)C[n+]1ccccc1
→ 82, 78, 103, 96, 95, 99, 108, 98, 81
36	O=C(CC(=O)c1ccc([N+](=O)[O-])cc1)Nc1ccccc1C(=O)O
→ 109, 104, 102, 98, 115, 102, 104, 103, 101
37	CC(=C(c1ccc(OCCN(C)C)cc1)c1ccc(OCCN(C)C)cc1)c1ccc(Cl)cc1
→ -41*, -67*, -83*, -20*, -88*, -65*, -74*, -72*, -53*
38	O=C(O)COc1cccc(C(=O)/C=C/c2ccco2)c1
→ 102, 118, 106, 101, 105, 100, 110, 106, 105
39	COC(=O)c1cc(Cl)cc(NC(C)=O)c1Cl
→ 101, 106, 110, 74, 103, 117, 110, 121, 103
40	CC(=O)N1C(=O)CNC1=S
→ 100, 106, 101, ·, 113, 106, 116, 101, 102

In the list so far, these have an NH in an aromatic ring:
Sequence of screens: SNB-19, HT29, SF-539, SNB-75, HCC-2998, KM12, DU-145, SW-620, PC-3
15	O=c1[nH]c(=S)[nH]cc1Oc1ccc(I)cc1
→ 95, 111, 99, 89, 597, 109, 116, 113, 104
18	O=c1[nH]ncc2ccccc12
→ 103&113, 121&105, 105&96, 101&98, 106&106, 101&105, 109&102, 101&103, 100&102

(listing goes on)
Sequence of screens: SNB-19, HT29, SF-539, SNB-75, HCC-2998, KM12, DU-145, SW-620, PC-3
41	O=C(O)C#Cc1ccccc1[N+](=O)[O-]
→ 114, 115, 114, 84, 108, 97, 98, 96, 76
42	CN1N=C2c3cn(C)cc3CCC2C1=O (centres undefined)
→ 96, 109, 98, 106, 94, 116, 117, 110, 90
43	Nc1nc(N)c(N=Nc2ccc(S(=O)(=O)Nc3nccs3)cc2)c(=O)[nH]1
→ 96, 108, 111, 87, 109, 123, 120, 101, 102
44	CCOC(=O)c1nc2c3ccccc3cnn2c1C(=O)c1ccc(-c2ccccc2)cc1
→ 83, 88, 100, 89, 102, 90, 90, 101, 62
45	Clc1ccc2c(c1)C[C@H]1C[C@@H](c3cccs3)N2O1
→ 114, 111, 92, 101, 100, 104, 106, 99, 92
46	Cc1ccc(C(=O)/C=C\c2cccc(C)c2)cc1
→ 90, 84, 94, 91, 95, 81, 104, 84, 88
47	CC1Cc2c(ncn3c(-c4ccc(Cl)cc4)nnc23)N(C)c2ccccc21 (centres undefined)
→ 94, 89, 99, 111, 95, 94, 89, 81, 79
48	CC(=O)/C(C)=C\C1=C(C)CCCC1(C)C
→ 101, 103, 100, 82, 123, 107, 116, 110, 103
49	Cc1[nH]c(C(=O)Nc2ccccc2OC2CCNC2)c(Cl)c1Cl (centres undefined)
→ 85, 78, 86, 65, 94, 84, 93, 80, 80
50	COc1cc(C(=O)NNC2CCC(=O)N2)cc(OC)c1OC (centres undefined)
→ 98, 103, 99, 86, 101, 105, 103, 104, 95
51	CC(=O)C(=Cc1ccccc1O)C(C)=O
→ 102, 113, 98, 94, 117, 101, 107, 104, 99
52	CCCCOCCOC(=O)c1ccc(C)cc1
→ 116, 108, 110, 99, 106, 100, 105, ·, 102
53	CCNC(=O)Oc1ccc(/C(=C(/CC)Cc2ccccc2)c2ccc(OCCN3CCOCC3)cc2)cc1
→ 77, 29, 77, 70, 79, 37, 74, 59, 20
54	O=C1Nc2ccccc2/C1=C/C(=N/c1nnc(-c2ccccc2)s1)c1ccccc1
→ 103, -36*, 53, 79, 104, 88, 34, -5.5*, 78
55	O=C(O)c1ccc(-n2cc(CNc3cc(F)c(F)c(F)c3)c(-c3ccc(F)cc3)n2)cc1
→ 95, 108, 94, 100, 102, 93, 98, 103, 79
56	CCC(=O)N1C/C(=C/c2ccc(Cl)cc2)C(=O)/C(=C/c2ccc(Cl)cc2)C1
→ -19*, -73*, -65*, 20, -89*, ·, -42*, -64*, -44*
57	COc1cc(C#CC[C@@H]2C[C@]3(C)[C@H]4CC=C5[C@@H]6CC(C)(C)CC[C@]6(C(=O)O)CC[C@@]5(C)[C@]4(C)CC[C@H]3C(C)(C)[C@H]2O)cc(OC)c1OC
→ 64, 52, 68, 85, 75, 31, 64, 58, 54
58	O=C(CSc1nc(-c2ccccc2)[nH]c1S(=O)(=O)c1ccccc1)NCc1ccc(Cl)cc1
→ 91, 83, 97, 89, 101, 96, 103, 95, 62
59	Cn1c2c(c3ccccc31)CCN1C[C@@H]3CCCC[C@H]3C[C@@H]21
→ 18, 1.8*, -1.7*, -22*, -4.3*, -32*, -49*, 14, 23
60	O=C1CN(/N=C\c2ccc([N+](=O)[O-])o2)C(=O)N1
→ 103, 107, 99, 101, 96, 119, 104, 114, 111
61	COc1cc(-c2c(-c3ccccc3)c[nH]c2C(=O)NCCO)cc(OC)c1OC
→ 106, 106, 103, 89, 101, 113, 116, 104, 95
62	NS(=O)(=O)c1ccc(NCCCCN2C(=O)c3ccccc3OC=C2c2ccccc2)cc1
→ 98, 97, 100, 68, 112, 97, 109, 95, 78
63	COc1ccc(C(=O)COc2ccc(/C=C3\Cc4ccccc4C3=O)cc2)cc1
→ 99, 103, 98, 92, 108, 106, 111, 105, 87
64	CCOC(=O)c1cc(-c2ccc(OC)cc2)n(-c2ccc(C(=O)O)c(O)c2)c1C
→ 100, 64, 100, 62, 81, 80, 100, 96, 93
65	CC(C)CCC(C)(C)O
→ 105, 109, 106, 100, 95, 100, 99, 110, 102
66	Cc1nc(NC(=O)NC2CCCCC2)sc1C(=O)NN
→ 102, 95, 113, 110, 162, 102, 109, 106, ·
67	Cc1cc(N)c(S(=O)(=O)NO)cc1Cl
→ 122, 97, 94, 109, 104, 99, 108, 97, 100
68	c1ccc(-c2noc3ncnc(Nc4ccc(Oc5ccc6ccccc6c5)cc4)c23)cc1
→ 99, 80, 89, 83, 105, 101, 100, 101, 99
69	Cc1c(C)c2c(c(C)c1NC(=O)/C=C\C(=O)O)CCC(C)(CCCC(C)CCCC(C)CCCC(C)C)O2 (centres undefined)
→ 78, 21, 8.2*, 33, 80, 29, 80, 30, 17
70	CCCCNC(=O)N1CC(C(=O)OC)CC1=O (centres undefined)
→ 103, 95, 107, 96, 93, 104, 121, 106, 95
71	Cc1cccc(OCC(O)CN2CCN(c3ccc(Cl)cc3)CC2)c1 (centres undefined)
→ 100, 104, 104, 95, 110, 106, 113, 104, 86

Screening data from PubChem.
